Bcl-XL Bim block: disrupts Bim peptide binding to human Bcl-XL | bead flow cytometry, fluorescence | inhibition, % at 10 µM | actives 0.04% (n = 190,000) | AID 1007 | Q07817
Target sequence (Q07817 whole entry, looked up): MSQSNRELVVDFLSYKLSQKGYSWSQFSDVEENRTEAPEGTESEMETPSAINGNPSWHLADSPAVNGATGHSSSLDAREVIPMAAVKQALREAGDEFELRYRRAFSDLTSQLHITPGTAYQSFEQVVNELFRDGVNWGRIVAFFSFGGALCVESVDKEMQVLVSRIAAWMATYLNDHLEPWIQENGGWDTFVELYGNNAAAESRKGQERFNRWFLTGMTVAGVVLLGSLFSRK
HRas wt GTP bind: changes GTP binding to wildtype human HRas | actives 0.14% (n = 190,000) | P01112 | GST-Ras wt beads, Bodipy-FL-GTP binding, flow cytometry; actives lie on both sides | GTP binding activity, % at 10 µM;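 active = GTP binding activity at least 20% away from the 100% baseline, either lowered as inhibitor or raised as activator; inconclusive = flagged as likely green fluorescent, judged across all proteins in the well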;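 note: 0% = unlabeled GTP competition control and 100% = no-compound control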
Target sequence (P01112 whole entry, looked up): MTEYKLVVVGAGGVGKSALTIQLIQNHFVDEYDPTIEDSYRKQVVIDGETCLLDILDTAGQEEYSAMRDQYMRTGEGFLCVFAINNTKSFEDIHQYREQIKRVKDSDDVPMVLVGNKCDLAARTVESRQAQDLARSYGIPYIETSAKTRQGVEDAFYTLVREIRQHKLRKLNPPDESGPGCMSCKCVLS
Rab2A wt mod: changes GTP binding to wildtype dog Rab2A, up or down; actives 0.19% (n = 190,000); GTP binding activity, % at 10 µM; P61105; GST-Rab2 wt beads, Bodipy-GTP binding, flow cytometry;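 active = GTP binding activity at least 20 points away from 100%, either lowered or raised; inconclusive = signal likely due to the compound's own green fluorescence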;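 note: 0% = beads with excess unlabeled GTP and 100% = no-compound control corrected for plate trend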
Bim-Bcl-2: inhibitors of Bim-Bcl-2 interaction, human. P10415. Bead-based flow cytometry, Bim peptide-Bcl-2 binding. inhibition, % at 10 µM. actives 0.06% (n = 190,000); in the data active = inhibition above about 40%; inconclusive = no clear call, values can overlap the other calls;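 note: 0% = no compound wells with probe peptide and 100% = reference peptide inhibitor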
Target sequence (P10415 whole entry, looked up): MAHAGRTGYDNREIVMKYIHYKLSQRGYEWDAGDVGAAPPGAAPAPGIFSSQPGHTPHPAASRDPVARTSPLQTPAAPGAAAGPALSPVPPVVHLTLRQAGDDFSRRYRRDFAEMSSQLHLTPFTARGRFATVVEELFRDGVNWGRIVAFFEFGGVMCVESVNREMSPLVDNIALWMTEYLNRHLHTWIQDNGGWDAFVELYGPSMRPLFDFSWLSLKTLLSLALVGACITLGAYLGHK
Rab7 wt GTP bind: alters GTP binding to wildtype dog Rab7; GST-Rab7 beads, fluorescent GTP binding, flow cytometry; actives lie on both sides; untreated = 100%, excess cold GTP = 0%; GTP binding activity (percent of control), % at 10 µM; actives 0.055% (n = 190,000); AID 758;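 active = fluorescent GTP binding to Rab7 beads changed by at least 20 points from the 100% baseline, either direction, mostly lower; inconclusive = compound itself probably fluorescent, or too few beads counted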;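 note: median green fluorescence of bound Bodipy-FL-GTP per Rab7 bead population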
Cdc42 wt: human Cdc42 wildtype GTP binding change, either direction; P60953; GST-Cdc42 beads, Bodipy-GTP binding, flow cytometry; actives lie on both sides; percent activity (GTP binding), % at 10 µM; actives 0.2% (n = 190,000); AID 761;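 active = percent activity GTP binding at least 20 points away from the 100% baseline, either down as inhibitor or up as activator; inconclusive = compound flagged as likely green fluorescent from well-wide comparison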;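 note: median bead fluorescence of bound Bodipy-FL-GTP at 100 nM; 0% = excess unlabeled GTP control and 100% = no compound control; below 100% means less GTP binding so inhibitor and above means activator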
Rac1 wt modul: human Rac1 wildtype GTP binding, inhibitors and activators | P63000 | GST-Rac1 beads, fluorescent GTP binding, flow cytometry; actives lie on both sides; 0 = cold GTP competed, 100 = untreated | GTP binding activity (% of control), % at 10 µM | actives 0.27% (n = 190,000);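 active = GTP binding activity at least 20 points away from the 100% control level, either lower or higher; inconclusive = compound flagged as likely green fluorescent, judged across all proteins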
Rac1 act GTP bind: alters GTP binding to activated mutant human Rac1; P63000; GST-Rac1 activated beads, fluorescent GTP binding, flow cytometry; actives lie on both sides; 100% means binding = to untreated wells; percent activity (GTP binding), % at 10 µM; actives 0.11% (n = 190,000); AID 764;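 active = GTP binding at least 20 percentage points away from the 100% baseline, in either direction, so actives lie on both sides; inconclusive = Compound likely fluorescent itself, or too few beads counted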
Bcl-B Bim block: disrupts Bim peptide binding to human Bcl-B. Q9HD36. inhibition, % at 10 µM. bead-based flow cytometry. actives 0.073% (n = 190,000). AID 951;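 note: 0% = tracer peptide without compound and 100% = reference inhibitor peptide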
Target sequence (Q9HD36 whole entry, looked up): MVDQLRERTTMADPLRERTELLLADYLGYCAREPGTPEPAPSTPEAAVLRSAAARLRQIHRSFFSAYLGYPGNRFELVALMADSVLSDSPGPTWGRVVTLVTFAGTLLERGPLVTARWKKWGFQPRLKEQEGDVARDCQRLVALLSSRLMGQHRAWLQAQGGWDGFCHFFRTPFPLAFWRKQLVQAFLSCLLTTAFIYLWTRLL
Bcl-W Bim block: inhibitors of Bim-Bcl-W interaction, human; Q92843; bead-based flow cytometry, Bim peptide-Bcl-W binding; inhibition, % at 10 µM; actives 0.02% (n = 190,000);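 note: 0% = bound tracer without compound and 100% = peptide blocker; higher means less fluorescent Bim peptide bound to Bcl-W beads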
Target sequence (Q92843 whole entry, looked up): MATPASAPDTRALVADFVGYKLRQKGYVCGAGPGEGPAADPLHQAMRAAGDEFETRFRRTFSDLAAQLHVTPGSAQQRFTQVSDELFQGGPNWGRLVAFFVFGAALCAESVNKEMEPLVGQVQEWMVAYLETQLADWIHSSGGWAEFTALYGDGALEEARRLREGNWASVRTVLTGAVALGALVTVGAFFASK
Bim-Bfl-1: human Bim-Bfl-1 interaction inhibition; Bead-based flow cytometry, Bim-Bfl-1 binding inhibition; inhibition, % at 10 µM; actives 0.12% (n = 190,000);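 note: 0% = wells without compound plus tracer and 100% = blocker peptide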
Numbers without * were called inactive; u = inconclusive. Cut-off read from the data, not from the text of the source, unless noted: active = inhibition above about 40%.

SMILES	Bcl-XL Bim block	HRas wt GTP bind	Rab2A wt mod	Bim-Bcl-2	Rab7 wt GTP bind	Cdc42 wt	Rac1 wt modul	Rac1 act GTP bind	Bcl-B Bim block	Bcl-W Bim block	Bim-Bfl-1
O=C(NCCCCCCNC(=O)c1cccs1)c1cccs1	-3	94	95	0	95	97	96	94	0	-2	-2
Nc1nnc(SCCN2C(=O)c3ccccc3C2=O)s1	-6	99	97	-1	95	102	102	99	-2	0	-11
Cc1c(C(=O)OCCOC(C)C)[nH]c2c1C(=O)CC(c1ccco1)C2 (stereo not given)	-5	100	102	-9	104	99	100	97	-10	-3	-13
Nc1cc(=O)[nH]c(SCC(=O)NNC(=O)Cc2ccccc2)n1	-6	96	94	-5	94	95	95	96	-2	-2	-4
CCOc1ccc(C(=O)NCCN2CCCC2)cc1	3	99	101	-1	105	101	99	96	1	11	-5
C=C(C)c1cccc(C(C)(C)NC(=O)NCc2cccnc2)c1	-2	94	95	-4	95	95	98	96	-5	-3	-5
Cc1ccc(C2c3sc(=O)[nH]c3SC3C4CC(C5C(=O)N(C(C)C(=O)O)C(=O)C45)C23)cc1 (stereo not given)	-1	96	96	0	96	97	97	96	0	-1	1
COC(=O)[C@@H](NC(=O)/C=C/c1ccc(OC)cc1)C(C)C	0	u	u	-6	u	u	u	u	0	0	-5
Cn1c(=O)c2c(nc(SCC(=O)NCC3CCCO3)n2C)n(C)c1=O (stereo not given)	2	98	97	6	94	97	105	101	0	0	1
COCCn1c(SCC(=O)Nc2nnc(C)s2)nnc1-c1ccoc1C	1	96	98	2	103	95	98	93	0	1	-3
CCCC(=O)NCc1cc(-c2nn(C)c(=O)c3ccccc23)ccc1C	-1	101	100	-6	104	101	101	97	-2	-1	-2
Cc1ccc(OCCn2cc(/C=C(\C#N)C(=O)NCC3CCCO3)c3ccccc32)cc1 (stereo not given)	-1	101	103	0	102	103	105	98	-7	-3	-1
COc1ccc(S(=O)(=O)Nc2ccc(CC#N)cc2)cc1	0	92	95	2	98	90	88	94	1	1	3
COc1ccc(N2CCN(C(=O)c3cccc(N4C(=O)C5CC=CC(C)C5C4=O)c3)CC2)cc1 (stereo not given)	-1	101	99	-3	96	99	101	95	-4	-3	-4
CCn1c(SCC(=O)Nc2ccc3c(c2)c2ccccc2n3CC)nnc1-c1ccco1	-6	102	104	-11	103	106	103	100	-11	-1	-10
O=C(CSC1CC(=O)N(CCc2ccccc2)C1=O)Nc1ccc(Cl)cc1 (stereo not given)	-2	97	96	-7	98	100	100	99	-5	-3	-13
O=C(CSc1nc2ccc(Cl)cc2o1)NCc1ccc2c(c1)OCO2	-2	97	94	-7	93	94	99	93	-32	-1	1
Cc1ccc(C(=O)C(OC(=O)CNS(=O)(=O)c2ccccc2)c2ccccc2)cc1 (stereo not given)	1	99	100	-1	101	99	100	98	0	0	-1
CC(C)(C)NC(=O)C(c1c[nH]c2ccccc12)N(C(=O)Cn1nnc(-c2ccc(F)cc2)n1)c1cccc(O)c1 (stereo not given)	-1	98	94	0	100	97	101	96	-1	1	1
O=C(O)CNS(=O)(=O)c1ccc(F)cc1	-1	101	99	-10	99	101	100	97	-5	-1	-13
CC(C)=CC(=O)OCC(=O)Nc1ccccc1Cl	-17	108	106	-6	110	107	115	104	-5	3	-14
COc1cccc(C2CC(c3cccc(Br)c3)n3ncnc3N2)c1 (stereo not given)	-2	101	102	-6	101	105	106	99	-4	2	-11
COc1ccc(C(=O)N[C@H](C(=O)Nc2nc3ccccc3[nH]2)C(C)C)cc1	-2	100	98	-3	106	98	102	96	-5	-2	-4
N#CC1=C(N)Oc2ccc3ccc(O)cc3c2C1c1ccsc1 (stereo not given)	2	93	94	-2	94	99	95	95	-1	10	0
CC(C)n1c(SCC(N)=O)nc2c1c(=O)n(C)c(=O)n2C	-1	99	99	3	101	98	99	97	1	-2	-3
COC(=O)C1=C(NC(=O)C(C)(C)C)CCS1	-4	98	96	-7	98	100	102	98	-8	-5	-6
CCCN1C2CCCC1CC(NC(=O)Nc1ccc(C(C)C)cc1)C2 (stereo not given)	-4	101	99	0	100	104	105	100	-4	-2	-2
CCCCn1nc2cc(C(=O)NCC34CC5CC(CC(C5)C3)C4)ccc2c1OCC	0	101	100	-5	101	101	99	97	-5	-2	-13
COc1ccc(-c2cccc(C(=O)Nc3ccccc3C)c2)cc1	-11	102	98	-8	99	101	104	98	-16	-8	-14
CSc1nc(C)c2c(c1C#N)CCCC2	-1	98	97	-8	96	97	97	96	-10	2	-11
CCOc1ccc(-n2c(C)nc(O)c2N=Nc2ccccc2)cc1	-3	95	95	-7	97	95	94	96	-12	-3	0
CNC(=O)c1[nH]cnc1C(=O)Nc1ccc(C)cc1	-1	100	102	1	100	98	99	98	1	1	-1
Cc1ccc(O)c(C(=O)c2cnn(-c3ccccc3)c2)c1	12	96	94	1	93	95	96	94	-2	1	4
CC(Oc1ccc(C(=O)NCCc2ccccc2)cc1)C(=O)O (stereo not given)	-3	97	98	-1	100	96	98	96	5	1	-5
Cc1ccc2c(c1)c1nc3ccccc3nc1n2CCN1CCOCC1	-3	103	103	-4	102	104	106	101	-1	5	-3
O=C(NCCc1cccc(Cl)c1)c1cccs1	-5	98	101	-6	94	99	97	102	-4	-4	-7
Cc1cc(C)c([N+](=O)[O-])cc1-c1ccc(/C=N/c2c(-c3ccco3)nc3ccccn23)o1	6	88	86	5	92	90	88	87	10	8	20
O=C(Cn1cnc2c(cnn2-c2ccc(Cl)cc2)c1=O)NCC1CCCO1 (stereo not given)	-1	102	100	0	97	104	106	103	-1	1	0
Cc1cnc(NC(=O)CCN2C(=O)C3CCCCC3C2=O)s1 (stereo not given)	-1	97	100	0	102	98	98	94	-2	-2	-3
Cn1c(=S)n(CCC(=O)O)c2ccccc21	-4	97	95	-2	103	91	98	93	-9	-3	-6
CN1CCN(C(=O)c2ccc3c(c2)NC(=O)C(C)(C)O3)CC1	-1	100	97	-3	99	98	96	96	-1	-1	-3
Cc1ccc(NC(=O)NC(=O)COc2ccc(Cl)cc2Cl)c(C)c1	-8	98	97	-6	96	98	99	96	-7	-4	-5
Cc1ccc(CS(=O)(=O)Cc2ccc(C(=O)NCCCN3CCOCC3)o2)cc1	-16	97	98	-9	95	96	99	96	-7	0	-14
O=c1oc2c(Cl)cc(Cl)cc2cc1-c1nnc(Nc2ccccc2F)s1	0	98	100	2	102	98	96	97	0	-2	0
O=C(NN1C(=O)C2C(C1=O)C1C=CC2C12CC2)c1cccc(Cl)c1 (stereo not given)	0	96	97	0	101	93	92	94	0	0	-3
COCc1cc(Sc2ccc(Cl)cc2Cl)nc(-c2ccccc2)n1	-2	93	91	-3	91	94	91	91	-2	-1	0
CCn1cc(C(=O)NCCCOC(C)C)c2cc(OC)c(OC)cc2c1=O	0	106	106	-4	99	107	105	101	1	0	-1
CCC(c1nnnn1C1CCCC1)N(Cc1cccs1)Cc1cc2cc(C)ccc2[nH]c1=O (stereo not given)	-6	104	103	-5	102	98	106	100	-8	0	-9
Cc1cc(NC(=O)CN2C(=O)NC(C)(c3ccc(OC(F)F)cc3)C2=O)no1 (stereo not given)	0	103	100	2	101	102	103	101	-2	-1	-1
O=C(NC(=S)N1CCN(Cc2ccc3c(c2)OCO3)CC1)c1ccc(Cl)cc1	-5	98	95	-8	97	98	99	95	-12	-3	-5
Cn1nc(-c2ccc(OCC(=O)Nc3ccccc3)cc2)c2ccccc2c1=O	-4	98	98	-6	97	98	99	96	-5	0	-13
COc1ccc(/C=C/C(=O)Nc2sc3c(c2C(=O)NCc2cccnc2)CCCC3)cc1	-6	100	100	-8	98	102	104	99	-9	3	-7
CCOC(=O)CSc1nc2ccccc2c(=O)n1CCC(=O)NCCc1ccc(OC)c(OC)c1	-2	96	92	14	94	95	100	95	14	11	7
Cc1ccc2sc(NNC(=O)c3ccc4c(c3)OCCO4)nc2c1C	-1	97	98	1	99	95	99	97	-7	-3	0
Cc1sc(NC(=S)NC(=O)c2cccs2)nc1-c1ccc(C(C)C)cc1	2	101	101	-6	101	102	103	100	0	-6	2
Cn1cc(CNC(=O)COc2ccc(Cl)cc2Cl)cn1	-11	99	101	-11	97	104	107	98	-8	-2	-20
CCOc1cc(/C=N/Nc2nc(N3CCCC3)nc(N3CCCC3)n2)ccc1O	-3	100	97	2	102	98	102	95	0	1	2
CC(C)(C)C(=O)NCCN1C(=O)S/C(=C\c2ccc([N+](=O)[O-])cc2)C1=O	-2	99	99	1	100	98	102	100	-2	1	4
Cc1nnn(C23CC4CC(CC(CC(=O)Nc5ccc(C)c(C)c5)(C4)C2)C3)n1	-3	103	99	0	101	98	105	102	-4	-1	-1
CCOc1ccc(NC(=O)CS(=O)(=O)c2cn(CC)c3ccccc23)cc1	-4	99	99	1	100	100	101	98	-2	-3	-1

Later entries
SMILES	Bcl-XL Bim block	HRas wt GTP bind	Rab2A wt mod	Bim-Bcl-2	Rab7 wt GTP bind	Cdc42 wt	Rac1 wt modul	Rac1 act GTP bind	Bcl-B Bim block	Bcl-W Bim block	Bim-Bfl-1
O=C(C1CCN(c2nnc(-n3cccc3)s2)CC1)N1CCc2ccccc2C1	4	99	98	7	97	98	99	98	0	3	11
O=C(C1CC1)N1CCc2cc(S(=O)(=O)N3CCCc4ccccc43)ccc21	0	104	103	-10	105	100	104	102	2	5	-7
O[C@@H]1C2CCCC1[C@]1(O)CCCCC1C2 (stereo not given in full)	1	99	100	3	95	102	101	98	4	3	-1
O=C(O)COc1ccc(S(=O)(=O)c2ccc(OCC(=O)O)cc2)cc1	8	95	97	-1	97	96	97	96	0	0	0
Cc1nn(C)c(C(=O)NNC(=S)NC2CCCCC2)c1Cl	-15	u	u	-5	u	u	u	u	-35	-10	1
Cc1oc2cc(O)cc(C)c2c(=O)c1-c1cnn(-c2ccccc2)c1	-8	98	95	-5	98	101	100	99	-5	-1	-9
COc1ccc(-n2c(SCC(=O)N3CCCCC3C)nnc2-c2cccnc2)cc1 (stereo not given)	-7	103	103	-7	103	103	104	100	-5	2	-3
Cn1c(Cn2c(=O)sc3ccccc32)nnc1SCC(=O)Nc1ccc(Cl)cc1	-12	101	102	-7	101	106	105	98	-14	-8	-10
Cc1cccc(NC(=O)c2c(O)c3cccc4c3n(c2=O)CCC4)n1	-3	98	97	-5	95	101	100	99	-4	1	0
Clc1ccc(C2CC(c3cccs3)n3ncnc3N2)c(Cl)c1 (stereo not given)	0	95	95	-5	94	92	98	93	-2	-1	-1

Full records from above. Screens in order: Bcl-XL Bim block | HRas wt GTP bind | Rab2A wt mod | Bim-Bcl-2 | Rab7 wt GTP bind | Cdc42 wt | Rac1 wt modul | Rac1 act GTP bind | Bcl-B Bim block | Bcl-W Bim block | Bim-Bfl-1
Record of O[C@@H]1C2CCCC1[C@]1(O)CCCCC1C2 (stereo not given in full) : 1 | 99 | 100 | 3 | 95 | 102 | 101 | 98 | 4 | 3 | -1
Record of O=C(O)COc1ccc(S(=O)(=O)c2ccc(OCC(=O)O)cc2)cc1 : 8 | 95 | 97 | -1 | 97 | 96 | 97 | 96 | 0 | 0 | 0

Bioassay records as filed in PubChem.
